Screening results from PubChem.
Pf apPOL block – Pf-apPOL DNA polymerase inhibition | Recombinant Pf-apPOL, molecular beacon fluorescence, 1.5 h | inhibition, % at 10 µM | 210,000 compounds, 0.25% hits | AID 1794808
mHTT CaM bind – inhibitors of human mutant huntingtin-calmodulin interaction | P42858 | AlphaScreen His-mHTT/GST-CaM binding, luminescence | inhibition, % at 15 µM | 190,000 compounds, 3.6% hits | AID 1671202;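 also: 0% = both proteins with DMSO and 100% = one protein alone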
* = called active by the depositor; / = no result given; & = joins results of further samples. Rule as the data show it: active = inhibition above about 50%; inactive = the rest.

Molecule	Pf apPOL block	mHTT CaM bind
COc1ccc(NC(=O)C2CCN(c3nnc(-c4ccc(C)cc4)o3)CC2)c(OC)c1	-3	45
COc1cccc(C(=O)Nc2ccc(NC(=O)C(C)C)cc2)c1	-2	-4
O=C(CSc1nnc(Cn2ccc(=O)[nH]c2=O)o1)NCc1ccc2c(c1)OCO2	-3	-9
COCCCNC(=O)c1cn(C)c(=O)c2cc(OC)c(OC)cc12	14	3
O=C(CSc1nc2ccccc2o1)N1CCc2c([nH]c3ccccc23)C1C(F)(F)F (stereo not drawn)	-15	/
CCc1ccc(N2C=C(C#N)S(=O)(=O)c3ccccc32)cc1	-1	-6
Cn1c(CNc2cccc(Cl)c2)c(C#N)c2ccccc21	0	-1
Cc1c(Cl)c([N+](=O)[O-])nn1CCCC(=O)Nc1cc(C(F)(F)F)ccc1Cl	-14	6
COc1ccc(-c2nnc(N3CCC(C(=O)NC(C)C)CC3)o2)cc1	1	8
CC(C)NC(=O)c1cnn2c1NC(c1cccs1)CC2C(F)(F)F (stereo not drawn)	-2	1
CC(C)Cn1c(CC2CCN(S(=O)(=O)N(C)C)C2)nc2cccnc21 (stereo not drawn)	-2	2
CCCCN(CC)CCNC(=O)c1cc2cc3ccc(Cl)cc3nc2o1	-1	7

Two entries from above, with two lines to a compound:
Sequence of screens – Pf apPOL block	mHTT CaM bind
> COCCCNC(=O)c1cn(C)c(=O)c2cc(OC)c(OC)cc12
  14	3
> COc1ccc(NC(=O)C2CCN(c3nnc(-c4ccc(C)cc4)o3)CC2)c(OC)c1
  -3	45

Additional results
Molecule	Pf apPOL block	mHTT CaM bind
COC(=O)COc1ccc2c(-c3cc4cc(Cl)ccc4oc3=O)cc(=O)oc2c1	-4	-2
O=C(NCCc1cccc(Cl)c1)NC1CCCCC1	-8	-6
O=c1cc(-c2ccccc2)oc2c1Cc1ccccc1-2	-1	47
COc1ccc(NC(=O)c2cn3c(n2)COCC3)cc1F	-7	4
COc1ccc(S(=O)(=O)N2CCC(c3noc(-c4ccc(C)cc4)n3)CC2)cc1Cl	-8	-6
CCCc1cc(C2CCCN2Cc2ccc(OC)cc2OC)no1 (stereo not drawn)	5	5
Cc1nn(Cc2ccc(Cl)cc2)c(C)c1NC(=O)c1noc2c1CCCC2	-2	96*
COc1ccc2nc(NS(C)(=O)=O)sc2c1	-4&-8	0&0
O=C(Cc1csc2nc(-c3ccc(F)cc3)cn12)N1CCN(C(=O)c2ccoc2)CC1	-4	-8
Cc1cc(CN2CCC(CNC(=O)c3ccc(OC(C)C)cc3)CC2)c(C)o1	-4	0
O=C(NCc1ccccc1F)c1csc(-c2ccncc2)n1	-1	-2
Fc1ccc(C=Nc2ccc3cc4ccc(N=Cc5ccc(F)cc5)cc4nc3c2)cc1	/	3

More structures.
Molecule	Pf apPOL block	mHTT CaM bind
COc1ccc(NC(=O)c2cc3n(n2)CCCN(Cc2ccccc2)C3=O)c(OC)c1	-4	-2
CCn1ncc(Br)c1C(=O)N(C)C12CC3CC(CC(C3)C1)C2	-5	-8
COc1cc(C(=O)N2CCC(CC(=O)NCc3ccccc3)CC2)cc(OC)c1OC	-3	2
CCCOc1ccc(OCCSc2nc(N)cc(=O)[nH]2)cc1	3	0
O=C(COc1ccc(Br)cc1)Nc1ccc(Cc2ccncc2)cc1	-22	8
O=C(Nc1c(F)c(F)c(F)c(F)c1F)c1ccco1	-20	-5
COc1ccc(CNC(=O)c2ccc(-c3cccnc3)cc2)cc1	-4	-3
CCN(CC)C(=O)CC[C@H]1CC[C@]2(CCCN(S(=O)(=O)c3ccccc3)C2)O1	-6	98*
O=C(O)CN1C(=O)c2ccc(Oc3ccc(Br)cc3)cc2C1=O	-1&-7	2&3
O=C(CCN1C(=O)c2ccccc2C1=O)Nc1ccccc1O	-6	0
CCSc1ccc(C(=O)N2CCc3cc(Br)ccc32)cc1[N+](=O)[O-]	0	-4
Cc1ccc(C2CCCN2C(=O)c2cc(C)on2)cc1 (stereo not drawn)	-3	0

More compounds.
Molecule	Pf apPOL block	mHTT CaM bind
CN(Cc1ccccc1)C(=O)c1ccc2c(c1)NC(=O)C(N1CCOCC1)S2 (stereo not drawn)	-20	11
COc1ccc(C(=O)Nc2ccccc2-c2ccccc2)cc1	3	1
N#CCC[C@H]1CC[C@]2(CCCN(C(=O)c3ccccc3)C2)O1	0	-3
COc1cccc(CNC(=O)C2CCN(c3nc4ccc(C)cc4[nH]3)CC2)c1	-11	1
Cc1cc(OCC(=O)N2CCCCC2CCN2CCCC2)ccc1Cl (stereo not drawn)	-10	14
Oc1oc(-c2ccccc2F)nc1C=Nc1cccc(F)c1	0	5
CC12c3ccccc3C(c3ccccc31)C1C(=O)N(c3ccccn3)C(=O)C12 (stereo not drawn)	-5	14
COCC(C)(O)CNC(=O)C(=O)Nc1cc(C)on1 (stereo not drawn)	2	-9
COc1ccc(CNC(=O)c2ccc(N3CCNC(c4ccccc4)C3)nc2)cc1OC (stereo not drawn)	0	21
COc1ccc(C(=O)N2CCCCC2)cc1I	-5	-1
Cc1ccc(N2CCN(C(=O)c3ccc(C(F)(F)F)cc3)C(C)C2=O)cc1F (stereo not drawn)	1	-7
COc1ccccc1NC(=O)C1=C(C)NC(=O)NC1c1ccc(Cl)cc1Cl (stereo not drawn)	-1	11

Other results follow:
Molecule	Pf apPOL block	mHTT CaM bind
Cc1cccc2[nH]c(SCc3ccccc3F)nc12	1	-9
C=CCC1CCC(=O)N2CCCC12 (stereo not drawn)	-6	-9
Cc1cccc(NC(=O)C2CCCCN2S(=O)(=O)c2cccs2)n1 (stereo not drawn)	-2	-7
CNC(=O)CN(c1ccccc1)S(=O)(=O)c1ccc(Cl)cc1	2	-4
COc1ccc(OC)c(C2C(C(=O)Nc3ccc(C)cc3C)=C(C)Nc3ncnn32)c1 (stereo not drawn)	1	6
O=C1OC(c2cccc(Cl)c2Cl)=N/C1=C\c1cccs1	-1	1
COc1ccc(N2CC(C(=O)N3CCN(C(=O)c4ccccc4)CC3)CC2=O)cc1 (stereo not drawn)	-11	2
O=C(CSC1=NC(=O)C(c2ccccc2)C(=O)N1)Nc1ccccc1Cl (stereo not drawn)	-4	-1
CC(=O)N1c2ccc(S(=O)(=O)Nc3cc(C)ccn3)cc2CC1C (stereo not drawn)	-3	3
CC(=O)Nc1ccc(S(=O)(=O)N2CCC(Cc3nc4cccnc4n3C(C)C)C2)cc1 (stereo not drawn)	-3	-5
Cc1nc(Cn2cccc2C(=O)N(C)c2ccc(C)c(C)c2)no1	-2	3
CC(C)N1C(=O)S/C(=C\c2ccc3c(c2)OCCO3)C1=O	6	-2

(list continues)
Molecule	Pf apPOL block	mHTT CaM bind
Cc1nn(-c2ccccn2)c2c1C(=O)CC(C)(C)C2Br (stereo not drawn)	-1	-8
COc1ccc2cc(C(=O)Nc3ccccc3C)c(=N)oc2c1	0	8
O=C(Nc1cccc(Br)c1)c1ccc(F)cc1	-3	-31
COc1ccc(CNS(=O)(=O)c2cc(Br)ccc2Br)cc1	-2	-12
CC(C)c1ccc(NC(=O)CN(C)S(=O)(=O)c2ccc(Br)s2)cc1	0	-6
O=[N+]([O-])c1cc(C(F)(F)F)ccc1Oc1ccc(-c2noc(-c3cccnc3Oc3ccccc3)n2)cc1	-6	/
Cc1ccc(NC(=O)N2CCCC(CCC(=O)NCc3cc(F)cc(F)c3)C2)cc1 (stereo not drawn)	-5	-12
O=C(CSc1nccn1-c1ccccc1)Nc1cc(C(F)(F)F)ccc1Cl	-8	13
Cc1ccc(C(=O)Nc2cccc(Br)c2)cc1[N+](=O)[O-]	8	2
CC1CCCN(S(=O)(=O)c2ccc(Cl)cc2)C1 (stereo not drawn)	-4	-14
Cc1cc(C(=O)N2CCC(c3cc(N)on3)CC2)c(C)o1	2	-4
CCN(CC)S(=O)(=O)c1cc(C(=O)O)c(Cl)cc1Cl	-4	-10

Carrying on.
Molecule	Pf apPOL block	mHTT CaM bind
CCc1onc(C)c1C1CCCN1C(=O)CCc1ccccc1 (stereo not drawn)	5	-2
CC(=O)C1=C(C)Nc2ncnn2C1c1cccs1 (stereo not drawn)	/	1
O=C(Nc1cccc(OC(F)(F)F)c1)c1cccs1	-4	-13
N#Cc1c(SCC(=O)Nc2ccc(Cl)cc2)nc2c(c1-c1ccco1)CCCC2	-6	24
Cc1ccc(S(=O)(=O)N=C2C=CC(=O)C(Br)=C2)c(C)c1	-8	93*
COc1ccc(C2OC(=O)C(C)(C)C(=O)C23CCCCC3)cc1OC (stereo not drawn)	-5	7
COc1ccc(C(=O)Nc2ccccc2C(=O)Nc2cccc(C(=O)O)c2)cc1	6	1
Cc1ccc(-c2nnc(N3CCC(C(=O)NCc4ccc(F)cc4)CC3)o2)cc1	-7	11
O=C1CC(Cc2ccccc2)C(=O)N1Cc1cccnc1 (stereo not drawn)	-1	1
COCCCNC(=O)c1nc(-c2ccc(Cl)cc2)n2c1CCCCC2	-8	24
CCCCNC(=O)CCC1CCN(c2cc(NCCC)ncn2)CC1	-1	-2
CN(C)C=CC(=O)c1ccc(-c2cc(Cl)cc(Cl)c2)o1	11	/

Three entries picked at random from the list so far:
Molecule	Pf apPOL block	mHTT CaM bind
COc1ccc(C2OC(=O)C(C)(C)C(=O)C23CCCCC3)cc1OC (stereo not drawn)	-5	7
O=C(CSc1nccn1-c1ccccc1)Nc1cc(C(F)(F)F)ccc1Cl	-8	13
COCCCNC(=O)c1cn(C)c(=O)c2cc(OC)c(OC)cc12	14	3

(more compounds)
Molecule	Pf apPOL block	mHTT CaM bind
ONC=Nc1ncc(C(F)(F)F)cc1Cl	-4	/
CC(C)NC(=O)N1CCCC(c2cccc(C(=O)NCCCN3CCCC3)c2)C1 (stereo not drawn)	-1	16
COc1cccc(/C=C2\N=C(c3cccc(OC)c3)OC2=O)c1	0	2
COc1cccc(C(=O)N2CCN=C2N2CCCC2)c1OC	-4	-5
CC(C)(C)C(=O)N1CCCC2(CC(c3ccccc3)=CO2)C1 (stereo not drawn)	-9	-11
CC(=O)/C=C1\SCC(=O)N1c1ccccc1	-6	-6
O=C(NCCC1=CCCCC1)C(=O)NCC1CCN(S(=O)(=O)C2CC2)CC1	-15	4
O=C1C2C(c3ccccc3)OC3(C(=O)c4ccccc4C3=O)C2C(=O)N1C1CCCCC1 (stereo not drawn)	-3	15
COc1cccc(CN2CCCC(c3n[nH]c(C4CC4)n3)C2)c1OC (stereo not drawn)	0	1
Cc1cccc(C2CCCN2C(=O)c2cc(C(F)(F)F)n(C)n2)c1 (stereo not drawn)	2	-5
CC(C)CCNC(=O)C1CCCN(c2cc(=O)n(C)c(=O)n2C)C1 (stereo not drawn)	-1	-10
COc1ccc(C(=O)NC2CCCC(OC(=O)Nc3ccc(F)cc3)C2)c(OC)c1 (stereo not drawn)	-2	2

More compounds.
Molecule	Pf apPOL block	mHTT CaM bind
CC(C)(C)c1ccc(C2=NC(C)(C)N(CC(=O)Nc3ccc(F)c(F)c3)C2=O)cc1	-8	-10
CC(C)CNC(=O)N1CCN(Cc2nc3cccnc3n2-c2ccc(F)cc2)CC1	1	9
COCCNC(=O)c1cc2n(n1)CCCN(Cc1ccc(F)cc1)C2=O	5	-2
COc1ccc(CN2CCN(Cc3ccccc3[N+](=O)[O-])CC2)c(OC)c1	-3	5
CC(=O)Nc1ccc(S(=O)(=O)N(c2ccc(F)cc2F)S(=O)(=O)c2ccc(NC(C)=O)cc2)cc1	-2	/
O=C(C1=CN(c2cccc(Cl)c2)c2ccccc2S1(=O)=O)N1CCOCC1	2	0
Cc1ccccc1N1OC2C(=O)N(Cc3ccccc3)C(=O)C2C1c1ccc(F)cc1 (stereo not drawn)	-6	11
COc1ccc2c(c1OC)C(=O)OC2Nc1ccc(C(C)=O)cc1 (stereo not drawn)	13	24
NNC(=O)C(=O)Nc1nccs1	/	7
Cc1ccc(C)n1-c1ncccc1Oc1cnn(Cc2ccccc2)c(=O)c1Cl	0	/
CCC(C(=O)Nc1cccc([N+](=O)[O-])c1)c1ccccc1 (stereo not drawn)	-3	-3
Nc1cccc(-c2cnc3ccccc3n2)c1	0	2

Next part, starting with the last five of the part before.
Molecule	Pf apPOL block	mHTT CaM bind
COc1ccc2c(c1OC)C(=O)OC2Nc1ccc(C(C)=O)cc1 (stereo not drawn)	13	24
NNC(=O)C(=O)Nc1nccs1	/	7
Cc1ccc(C)n1-c1ncccc1Oc1cnn(Cc2ccccc2)c(=O)c1Cl	0	/
CCC(C(=O)Nc1cccc([N+](=O)[O-])c1)c1ccccc1 (stereo not drawn)	-3	-3
Nc1cccc(-c2cnc3ccccc3n2)c1	0	2
Cc1ccc(-c2ncc(NC(=O)c3ccccc3C)cn2)cc1	1	-6
Cc1cc(C(=O)Nc2ccccc2)c(C)o1	-9	5
CCn1c(C2CCN(C(=O)c3cccc(C(F)(F)F)c3)C2)nc2cccnc21 (stereo not drawn)	-3	0
Cc1nc2nc(SCC(=O)NCc3ccccc3)nn2c(C)c1Cc1ccccc1	-13	31
c1ccc(CSc2ncnc3c2oc2ccccc23)cc1	-5	-23
CCCCNC(=O)C1CCN(c2nc3ccc(-c4ccncc4)nc3s2)CC1	2	7
COc1ccc([N+](=O)[O-])cc1NS(=O)(=O)c1cc(Cl)ccc1Cl	-7	-2
COc1cccc(-c2noc(C3CCCN3C(=O)Nc3ccc(F)c(Cl)c3)n2)c1 (stereo not drawn)	-1	58*
